# CHOP UPR activ: activators of apoptotic arm of unfolded protein response (CHOP); activation, % at 10 µM; CHO-CHOP luciferase reporter, UPR activation, luminescence; percent of tunicamycin response over DMSO baseline; 330,000 tested, 0.34% active;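 active = at 10 µM dose, activation of 40% or more, normalized to positive control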;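 also: 100% = tunicamycin at 10 µg/mL and 0% = DMSO alone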
#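 measured by = luciferase luminescence | assay system = CHO-CHOP cells, stable luciferase reporter of PERK-eIF2a-CHOP signalling | amount = 500 reporter cells seeded per well | timing = 6 h compound exposure at 37 °C after overnight seeding | controls = positive tunicamycin 10 µg/mL, negative DMSO alone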
# APJ antag: blocks the human apelin receptor APJ. CHO-K1 APJ beta-arrestin complementation, luminescence. inhibition, % at 20 µM. 330,000 tested, 0.32% active. AID 2521;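 active = inhibition above about 40% at 20 µM, limit read from the data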;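 also: cells challenged with 10 nM apelin-13 agonist together with compound; plate controls were apelin-13 plus DMSO wells for no effect and DMSO wells lacking apelin-13 for full effect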
# Target sequence (P35414 whole entry, looked up): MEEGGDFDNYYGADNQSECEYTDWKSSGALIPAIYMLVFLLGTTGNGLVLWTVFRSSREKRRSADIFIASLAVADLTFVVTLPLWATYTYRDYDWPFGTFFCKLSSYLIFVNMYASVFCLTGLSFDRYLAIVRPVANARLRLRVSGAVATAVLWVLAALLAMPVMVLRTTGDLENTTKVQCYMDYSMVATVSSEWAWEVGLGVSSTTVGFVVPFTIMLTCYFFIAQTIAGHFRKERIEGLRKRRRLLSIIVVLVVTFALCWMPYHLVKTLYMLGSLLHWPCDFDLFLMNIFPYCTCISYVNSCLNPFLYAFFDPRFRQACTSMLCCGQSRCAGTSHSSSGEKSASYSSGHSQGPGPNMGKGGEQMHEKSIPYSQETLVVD
# CCR6 antagonist: antagonists of human CCR6 receptor. P51684. CHO-K1 CCR6 PathHunter beta-arrestin, luminescence, CCL20-stimulated. inhibition, % at 20 µM. 340,000 tested, 0.49% active. AID 493098;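 active = compounds whose inhibition of the agonist-driven luminescence signal at 20 µM reaches about 50%, limit read from the data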;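 also: cells stimulated with CCL20 at 14 nM final; plate controls were DMSO with CCL20 for no effect and DMSO without agonist for full effect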
# Target sequence (P51684 whole entry, looked up): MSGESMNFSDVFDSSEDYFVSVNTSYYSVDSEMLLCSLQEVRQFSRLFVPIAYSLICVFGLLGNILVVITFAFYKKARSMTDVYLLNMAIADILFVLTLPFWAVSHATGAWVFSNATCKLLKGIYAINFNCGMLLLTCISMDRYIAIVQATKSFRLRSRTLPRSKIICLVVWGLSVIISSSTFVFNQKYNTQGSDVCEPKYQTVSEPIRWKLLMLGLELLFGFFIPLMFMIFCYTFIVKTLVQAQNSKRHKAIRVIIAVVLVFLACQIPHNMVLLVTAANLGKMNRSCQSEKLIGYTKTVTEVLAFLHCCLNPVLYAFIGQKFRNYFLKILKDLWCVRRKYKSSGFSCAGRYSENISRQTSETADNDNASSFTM
# Mdm2-MdmX inh: human Mdm2/MdmX binding inhibition. O15151+Q00987. SaOS-2 split-luciferase Mdm2/MdmX complementation, luminescence. inhibition, % at 8 µM. 330,000 tested, 3% active. AID 485346;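 active = inhibition of at least 50% at 8 µM in the primary screen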
# APJ agonist: APJ receptor agonism; P35414; CHO-K1 APJ PathHunter beta-arrestin, luminescence; 0% DMSO wells, 100% apelin; activation, % at 20 µM; 330,000 tested, 0.11% active; AID 2520;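 active = activation more than six SD over the plate average, tested at 20 µM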;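 also: 0% = DMSO alone and 100% = apelin-13 at 10 nM; some results filed as inactive read as strong as hits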
#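 Material: engineered CHO-K1 APJ arrestin reporter cells; amount: 1000 CHO-K1 reporter cells seeded per well; incubation: compound stimulation 90 min at 25 °C, detection 60 min; signal: luminescent beta-gal fragment complementation, chemiluminescent substrate; read-out basis: APJ agonist activity; controls: DMSO-only wells as negative, 10 nM Apelin-13 as positive control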
# EBI2 antag: blocks human EBI2 receptor beta-arrestin signaling. EBI2 beta-arrestin recruitment, luminescence, 7a,25-OHC stimulated. inhibition, % at 5 µM. 360,000 tested, 0.81% active. AID 651636; in the data active = inhibition above about 38%;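 also: enzyme fragment complementation signal reports receptor beta-arrestin coupling in cells; 0% = agonist plus DMSO wells and 100% = wells without agonist; some results beyond the cut were filed as inactive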
# CXCR6 block: CXCR6 (human) receptor inhibition. O00574. CHO-K1 PathHunter CXCR6 beta-arrestin, luminescence. inhibition, % at 20 µM. 360,000 tested, 0.36% active; in the data active = inhibition above about 34%, passing the limit was not always enough;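 also: antagonist mode with CXCL16 agonist at 10 nM final; 0% = 10 nM CXCL16 with DMSO and 100% = unstimulated wells without agonist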
# Target sequence (O00574 whole entry, looked up): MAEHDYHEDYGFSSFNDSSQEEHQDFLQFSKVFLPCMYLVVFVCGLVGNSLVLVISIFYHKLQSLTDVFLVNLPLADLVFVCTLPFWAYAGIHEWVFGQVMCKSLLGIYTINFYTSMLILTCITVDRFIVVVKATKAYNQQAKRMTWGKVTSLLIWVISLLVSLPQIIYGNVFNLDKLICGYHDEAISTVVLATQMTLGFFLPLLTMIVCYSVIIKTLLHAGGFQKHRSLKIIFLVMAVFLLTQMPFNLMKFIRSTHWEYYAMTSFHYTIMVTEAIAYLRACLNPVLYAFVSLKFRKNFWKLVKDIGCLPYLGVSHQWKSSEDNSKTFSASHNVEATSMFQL
# UPR XBP1 act: adaptive UPR (XBP1) activation; CHO-XBP1 luciferase reporter, IRE1-XBP1 UPR activation, luminescence; percent of tunicamycin response, DMSO as zero; activation, % at 20 µM; 330,000 tested, 0.33% active; AID 463104;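 active = versus positive control, 20 µM dose yields 30% or more activation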;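 also: 100% = tunicamycin at 10 µg/mL and 0% = DMSO only wells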
#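 Material: CHO cell line with stable XBP1 luciferase reporter; schedule: 16-18 h cell attachment at 37 °C, then 6 h compound exposure; signal: glow luminescence from Steady-Glo reagent; medium: serum-containing F12 medium, 10% FBS; benchmarks: tunicamycin 10 µg/mL and vehicle-only wells; read-out: percent activation relative to tunicamycin reference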
# tim23-1 inh: inhibits growth of tim23-1 mutant yeast | 330,000 tested, 1.3% active | S. cerevisiae tim23-1 growth, BacTiter-Glo luminescence, 24 h | inhibition, % at 20 µM;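 active = growth inhibition of the mutant yeast at or above 50%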;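 also: temperature-sensitive mutant grown at 25 °C; plate controls were DMSO-treated mutant yeast for no effect and medium wells lacking yeast for full effect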
# * = called active by the depositor; . = not tested or not shown. Some of the compounds tested, so the mix of outcomes need not match the whole.
SMILES,CHOP UPR activ,APJ antag,CCR6 antagonist,Mdm2-MdmX inh,APJ agonist,EBI2 antag,CXCR6 block,UPR XBP1 act,tim23-1 inh
COc1ccc(C(=O)NNC(=O)c2cccc(S(=O)(=O)N3CCOCC3)c2)cc1,0.2,5,-2,-8,-4,3,-10,-2,3
Cn1cnc(C(=O)N2CCc3ccccc3C2)c1C(=O)N1CCc2ccccc2C1,-3.7,9,11,-29,-1,-2,-1,2,5
COc1ccc(NC(=O)CS(=O)(=O)c2cn(CC(=O)N3CCOCC3)c3ccccc23)cc1OC,0.5,-106,-22,4,17,7,-16,-2,9
COc1ccc(OC)c(C(C)NS(=O)(=O)c2cccs2)c1 (configuration not stated),-0.4,5,15,17,-2,3,4,-2,7
COc1cc(/C=C2\CC/C(=C\c3cc(OC)c(OC)c(OC)c3)C2=O)cc(OC)c1OC,0.2,17,2,32,-3,33,4,-2,20
COc1ccc(CN(CCCN2CCOCC2)S(=O)(=O)N(C)C)cc1OC,-0.7,0,-4,-3,2,3,-9,-2,15
CCOCCCNC(=O)C(c1ccc(OC)cc1)N(Cc1ccc2c(c1)OCO2)C(=O)c1ccccc1O (configuration not stated),-2.0,20,21,11,-4,-4,0,-1,6
C=CCN(CC=C)CCCOc1ccc(Br)cc1Cl,5.7,19,13,12,-6,12,2,0,9
Cc1cccc(OCCCC(=O)Nc2nnc(C3CCCO3)s2)c1C (configuration not stated),0.7,-16,9,3,-3,-15,-1,-7,8
Cc1cccc(C2=N/C(=C/c3cccs3)C(=O)O2)c1,1.7,19,9,18,-6,-2,-4,1,18
CCCCC(=O)c1c(O)c2ccccc2oc1=O,-1.4,15,-14,15,1,-26,-12,4,-14
CCOC(=O)C1CCN(C(=O)c2ccc(Cl)c(Cl)c2)CC1,0.7,-9,18,-19,-2,14,-4,-6,3
O=C(COC(=O)c1cccc(S(=O)(=O)N2CCCCC2)c1)NCc1ccccc1,-0.5,-2,2,10,-2,6,-7,-1,10
CCCCC(=O)Nc1ccc(C2C(=O)c3ccccc3C2=O)cc1,0.4,19,23,5,-7,-18,15,-3,15
COc1ccc(NC(=O)CN2C(=O)NC3(CCCC3)C2=O)cc1Cl,-0.5,3,10,6,1,-6,1,-4,8
CCOc1ccccc1/C=N/n1c(C2CCCCC2)n[nH]c1=S,-2.9,15,13,-4,-5,0,-7,2,37
Cc1c(NC(=O)C(C)Oc2cccc(F)c2)c(=O)n(-c2ccccc2)n1C (configuration not stated),1.6,7,2,-4,-2,-2,2,0,5
CN(C(=O)COC(=O)c1n[nH]c(=O)c2ccccc12)c1ccccc1,-0.6,27,-1,11,-3,3,3,-1,2
CCOC(=O)c1c(C)[nH]c(C(=O)OCc2ccc(C)cc2)c1C,8.8,11,-10,-47,3,4,-2,-2,21
CC1=C(C(=O)Nc2ccc(C)cc2C)C(c2ccc(C)o2)NC(=O)N1 (configuration not stated),-0.1,0,8,-20,-2,-3,0,0,3

# An excerpt from above, reduced to APJ agonist, CXCR6 block and Mdm2-MdmX inh.
Structure | APJ agonist | CXCR6 block | Mdm2-MdmX inh
CN(C(=O)COC(=O)c1n[nH]c(=O)c2ccccc12)c1ccccc1 | -3 | 3 | 11
CCOC(=O)c1c(C)[nH]c(C(=O)OCc2ccc(C)cc2)c1C | 3 | -2 | -47
CCOc1ccccc1/C=N/n1c(C2CCCCC2)n[nH]c1=S | -5 | -7 | -4

# Next structures.
SMILES,CHOP UPR activ,APJ antag,CCR6 antagonist,Mdm2-MdmX inh,APJ agonist,EBI2 antag,CXCR6 block,UPR XBP1 act,tim23-1 inh
CCNC(=O)NC(=O)C(C)OC(=O)c1cccnc1SC (configuration not stated),-2.5,10,1,-30,0,4,3,-2,10
CC1CCCCN1C(=O)c1cc2ccccc2cc1O (configuration not stated),3.5,28,4,24,-1,-8,2,-3,23
CC1CCc2nc(/C(C#N)=C/c3cccnc3)sc2C1 (configuration not stated),4.7,-3,8,-228,-1,1,8,3,12
CC1CCCN(c2nc3c(c(=O)n(C)c(=O)n3C)n2CCSc2nc3ccccc3o2)C1 (configuration not stated),0.0,17,15,9,-2,15,6,2,38
Cc1ccc(/C=C2/NC(=O)N(Cc3ccccc3)C2=O)s1,-1.1,21,25,-45,-3,7,0,-1,11
COCCN(Cc1ccccc1)C(=O)c1cc(-c2ccc(OC)c(OC)c2)nc2ccccc12,0.6,4,21,39,-2,-17,8,-4,18
CCC(C)C(NS(=O)(=O)c1ccc(C)cc1)C(=O)Oc1ccc2c3c(c(=O)oc2c1)CCC3 (configuration not stated),-1.2,6,10,13,-4,23,3,0,27
Cc1ccc(C(=O)N(CC(=O)NC2CCCC2)c2ccccc2C)s1,-1.1,12,11,-14,0,5,-7,1,49
CSc1n[nH]c(NC(C)=O)n1,-0.4,4,0,14,1,1,-7,11,11
CCOC(=O)C1CCCN(C(=O)c2cc3cc(F)ccc3[nH]2)C1 (configuration not stated),2.9,13,19,19,-3,0,-16,-1,27
Clc1ccc(C2=NN(c3ccccc3)C(c3ccco3)C2)cc1 (configuration not stated),3.2,19,9,-7,-3,13,-4,0,5
C=CCC1NS(=O)(=O)OC2CCCC12 (configuration not stated),-1.8,12,-1,-8,-1,-6,-5,-1,17
Cc1c(CCO)c(=O)[nH]n1S(=O)(=O)c1ccc(F)cc1,-1.5,-5,1,-4,4,-6,-2,-3,-5
CC1(C)CC(=O)C(C=NCCc2ccccn2)=C(O)C1,0.0,-3,-3,11,0,0,-2,-4,18
Cc1ccc(S(=O)(=O)c2c(C)cc(C)[nH]c2=O)cc1,-0.9,10,5,5,-1,-8,-5,0,-4
CCOc1ccc(/C=N/NC(=O)c2csc(C)c2C)c(OCC)c1,4.8,3,25,16,0,12,5,-1,6
CCOC(=O)N1CCN(C2=NC3(CCCCC3)C(C#N)C(=O)N2)CC1 (configuration not stated),-2.2,-10,0,2,0,-10,-10,-1,2
CS(=O)(=O)N1Cc2ccccc2CC1C(=O)O (configuration not stated),0.3,2,12,15,-2,-3,3,-1,4
O=C(O)c1ccc(CN2C(=O)c3ccc(Oc4ccc([N+](=O)[O-])cc4)cc3C2=O)cc1,3.4,1,5,7,-4,12,4,-4,1
O=C(Nc1ccc2c(c1)CCCN2C(=O)c1cccs1)c1cccc(F)c1,5.0,-6,28,17,-2,-10,-1,3,23
O=C(N/N=C/c1ccccc1)NC1CCCCC1,3.2,4,10,-49,1,6,3,6,24
CCN(CC(=O)Nc1c(F)cccc1F)C(=O)C1COc2ccccc2O1 (configuration not stated),-3.0,3,-5,9,0,-21,6,-3,14
Cn1ncc(Cl)c1C(=O)N/N=C/c1cc2c(cc1[N+](=O)[O-])OCO2,-0.7,-12,2,-11,-3,-5,9,4,-3
O=C(OCC(=O)N1CCCC1)c1c[nH]c2ccccc12,1.5,-3,3,-17,-1,-6,-4,2,2
O=c1cc(CO)oc(C(Nc2ccccn2)c2cccc(F)c2)c1O (configuration not stated),-0.9,-84,-8,-23,-5,3,1,-2,1
CCCCn1c(N)c(N(CC(C)C)C(=O)c2ccc(S(=O)(=O)N3CCCCC3)cc2)c(=O)[nH]c1=O,0.2,-4,8,13,6,2,6,1,-1
CN(Cc1ccccc1)S(=O)(=O)c1cccs1,-1.4,0,24,13,2,0,5,-2,7
CC(N=C1NS(=O)(=O)c2ccccc21)C(=O)NCc1ccncc1 (configuration not stated),0.6,13,10,22,-1,-6,9,0,14
N#Cc1c(N2CCCC2)ccc(Br)c1Cl,1.6,3,6,14,0,10,4,7,30
CCC(/C=N/NC(=O)C(=O)N/N=C/C(CC)CC)CC,-0.4,6,14,-16,-2,-13,-10,2,9
Cc1c(C(=O)N2CCCCCC2)c(S(=O)(=O)Nc2ccccc2F)c(C)n1C,-0.5,7,-1,-16,3,-9,4,-1,15
Nc1ccc(-n2cc(-c3ccccc3)[nH]c2=S)cc1,2.4,-8,1,-23,1,-2,-2,-1,33
C#CCNC(=O)C1CCN(c2ccc(S(=O)(=O)N3CCOCC3)cc2Cl)CC1,0.0,8,-1,16,-1,8,0,-1,9
CCOC(=O)C1C(C(=O)OC)=C(c2ccc(F)cc2)c2ccccc2N1S(=O)(=O)C(F)(F)F (configuration not stated),0.8,.,24,10,.,0,10,-1,43
CCOC(=O)C1C(c2ccc(OC)c(OC)c2)c2c([nH][nH]c2=O)CC1(C)O (configuration not stated),-0.6,5,-1,-8,0,-7,-9,-2,-4
COc1ccc(-c2cc3nc(C4CCN(C(=O)OC(C)(C)C)CC4)c(C(=O)O)cn3n2)cc1,-1.5,-3,-8,10,-3,-9,8,1,9
Clc1cccc(CSc2nnc(-c3cccnc3)n2Cc2ccco2)c1,-0.6,9,19,-15,-2,0,6,-1,22
COC(=O)CCC(=O)c1ccc(OC)c(Cl)c1,-1.7,-7,.,-37,-1,.,.,-1,-10
N#CCCn1cc(C(CC(=O)c2ccccc2)C(=O)O)c2ccccc21 (configuration not stated),0.6,13,13,-26,-2,-2,-16,-3,9
CN1C(=O)C(CC(=O)NC2CCCCC2)N(C)C1=O (configuration not stated),-0.4,-20,-7,9,-3,-1,-2,1,13
Cc1noc(C)c1S(=O)(=O)N1CCC(C(=O)Nc2ccc(Br)cc2)CC1,-1.4,16,10,28,2,-7,-1,-5,3
COc1ccc(N(CCC(=O)O)S(=O)(=O)c2ccc(C)c(C)c2)cc1,-2.8,3,-1,-11,-7,-4,-2,-3,-1
COc1ccc(Cc2nnc(NC(=O)C3CCCO3)s2)cc1 (configuration not stated),4.3,3,1,2,4,-9,8,3,18
Cc1c(C(=O)O)sc2[nH]c(=O)n(Cc3ccccc3)c(=O)c12,-0.9,-9,2,14,-4,-3,-3,1,14
O=C(O)c1cccc(-n2c(/C=C/c3cccc([N+](=O)[O-])c3)nc3ccccc3c2=O)c1,0.8,-6,15,5,-3,-4,14,-2,15
O=S(=O)(NCCc1ccncc1)c1ccc(S(=O)(=O)N2CCCCCC2)cc1,-1.3,-1,0,9,-4,9,-4,-4,15
COc1ccc(C(=O)CCC(=O)Nc2cccnc2)c(OC)c1,0.2,-7,6,9,-5,-15,2,0,22
Cc1nc(SC(C)C(=O)Nc2c(C)n(C)n(-c3ccccc3)c2=O)nc(C)c1C (configuration not stated),-0.8,9,5,17,-4,-1,8,1,4
CCOC(=O)CCCCC(=O)c1[nH]c(=O)[nH]c1CN1CCOCC1,-1.3,11,-29,-12,-1,-14,-2,1,-2
COc1ccccc1C(=O)Nc1cccc(Oc2c(F)c(F)c(F)c(F)c2F)c1,-0.1,-10,-9,-4,0,18,-8,-4,21
CCOc1ccc(S(=O)(=O)N2CCN(C(=O)C3CSC4(C)CCC(=O)N34)CC2)cc1 (configuration not stated),2.5,18,-3,9,-3,8,8,0,-7

# Bioassay records from PubChem BioAssay.
